# From PubChem BioAssay
# AHR act: activators of human aryl hydrocarbon receptor. AHR-responsive luciferase reporter cells, luminescence. activation, % at 5 µM. 2.5% of 320,000 active. AID 2796; in the data active = activation above about 47%;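 also: 0% = vehicle wells and 100% = reference agonist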
# RPL19A-GFP yeast: yeast TOR pathway RPL19A-GFP modulation; 0.3% of 330,000 active; S. cerevisiae RPL19A-GFP strain, flow cytometry, 3 h; stronger effect = lower value; percent response vs DMSO, % at 10 µM;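 active = percent response vs DMSO below 50%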;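 also: median channel GFP fluorescence of the barcoded RPL19A-GFP strain; ratio of sample median GFP to plate DMSO average so 100% = DMSO; lower means less RPL19A-GFP as with rapamycin TOR inhibition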
# LAP4 TOR yeast: alters LAP4-GFP fluorescence in TOR pathway yeast screen; GFP response vs DMSO, % at 10 µM; S. cerevisiae LAP4-GFP multiplex, flow cytometry GFP, 3 h; median GFP as percent of DMSO wells; 0.34% of 320,000 active; AID 2023;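 active = GFP response vs DMSO above a set limit, about the screen mean plus 3 SD, cut at about 150% in these data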
# procasp7 counter: counter-screen: procaspase-7 (human) activation; 0.093% of 330,000 active; P55210; AID 463210; activation, % at 8.5 µM; recombinant procaspase-7, Ac-DEVD-pNA absorbance 405 nm; D23A/D198A/D206A triple mutant, cannot self-cleave; scale: DMSO 0, 5 µM enzyme 100;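 active = percent activation above the screen-wide mean plus 3 SD, cut at about 25% in these data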
#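 Assay system: Uncleavable procaspase-7 mutant enzyme / Input: 2 µM procaspase-7 mutant as dispensed / Dosing: single nominal 8.5 µM compound dose, 0.8% DMSO final / Timing: 1 h enzyme–compound preincubation and 2 h substrate reaction, both 25 °C / Detection: p-Nitroaniline absorbance at 405 nm, read at 0 and 120 min / Replication: singlicate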
# MEP2-GFP yeast: alters MEP2-GFP fluorescence in TOR pathway yeast screen | GFP response vs DMSO, % at 10 µM | 0.51% of 330,000 active | AID 2016 | S. cerevisiae MEP2-GFP strain, flow cytometry GFP, 3 h; 100% = DMSO control level;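 active = GFP response versus DMSO above a set limit, roughly screen mean plus 3 SD, cut at about 180% in these data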;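 also: median GFP fluorescence of the barcode-gated MEP2-GFP cells per well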
# EBNA-1 inhibitor: blocks EBNA-1 binding to DNA. EBNA-1 DNA binding, fluorescence polarization. inhibition, % at 14.8 µM. 0.34% of 300,000 active; in the data active = inhibition above about 28%
# proCasp3 act: procaspase-3 (human) activation; P42574; recombinant procaspase-3 D3A, Ac-DEVD-pNA absorbance 405 nm; activation, % at 8.5 µM; 0.11% of 330,000 active; AID 463141;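 active = activation above the mean of all tested compounds plus 3 SD, cut at about 21% in these data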;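 also: 0% = DMSO alone and 100% = DMSO wells spiked with extra 5 µM PC-3 D3A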
#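 Evaluation: percent activation relative to control range; Material: Procaspase-3 D3A mutant, all three cleavage aspartates alanine; Compound: single dose, 8.5 µM nominal compound, 0.8% DMSO; Replication: one well per compound; Signal: absorbance at 405 nm, 0 and 120 min; Schedule: 1 h preincubation plus 2 h reaction at 25 °C.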
# ZTA DNA inh: ZTA (EBV) inhibition in EBNA-1 counter-screen | inhibition, % at 11 µM | 0.15% of 320,000 active | AID 2234 | ZTA-DNA binding, fluorescence polarization; in the data active = inhibition above about 33%
# Numbers without * were called inactive; / = not tested or not shown; + = active, no number; [ ] = dose if it differs, or a comment.
SMILES,AHR act,RPL19A-GFP yeast,LAP4 TOR yeast,procasp7 counter,MEP2-GFP yeast,EBNA-1 inhibitor,proCasp3 act,ZTA DNA inh
COc1ccc(Nc2nc(C)cc(C)c2C#N)c(OC)c1,34,104,90,4,109,9,-1,5
CNC(=O)N(C1=NCC(C)S1)c1ccc(F)cc1F (stereo not given),1,100,108,10,97,-8,4,-6
Cc1cc2c(cc1S(=O)(=O)N(C)c1ccccc1)NC(=O)CO2,0,100,101,5,103,-5,2,-7
COC(=O)CCSc1cc([N+](=O)[O-])cc2c1c(C1OCCS1)nn2-c1ccccc1 (stereo not given),-1,97,96,-4,107,-7,-14,-8
O=C(Cc1ccc(F)cc1)Nc1nnc(-c2ccc(F)cc2)o1,9,102,97,4,97,-8,-2,-14
CCCCC(=O)Nc1ccccc1C#N,-1,102,92,3,101,11,4,10
O=C(CCN1C(=O)/C(=C/c2ccc(F)cc2)SC1=S)NNC(=O)c1cccnc1,7,111,102,-9,105,-11,-7,-15
Nc1cccc2c1C(=O)N(C(=O)/C=C/c1ccc(F)cc1)C2=O,6,89[may fluoresce violet],206*[may fluoresce violet],10,127[may fluoresce violet],-7,13,-9
Cc1c(Cl)cccc1N1C(=O)c2ccccc2C1=O,-3,96,100,-6,107,4,-2,7
COc1ccc(C(=O)Cn2c3ccccc3n3nc(CCC(=O)O)c(=O)nc23)cc1OC,0,/,106,3,102,16,7,4
CCn1c(COc2cccc3ccccc23)nnc1SCC(=O)OC1CCCCC1,-1,94,109,-3,97,7,1,7
CC1=C(C(=O)OC(C)C)C(c2cn(-c3ccccc3)nc2-c2cccs2)NC(=O)N1 (stereo not given),2,105,91,4,104,-4,0,-9
Cc1cc2nc3n(c2cc1C)CCCN3,73*,102,95,3,101,9,1,2
CCOC(=O)c1c(C)nc2c(c1-c1ccccc1)C(=O)CCC2,-3,101,106,6,104,10,10,11
COc1ccccc1N(C(C)=O)C1SC(=O)N(c2ccccc2)C1=O (stereo not given),2,100,101,4,97,-1,-6,-1
CC(C)c1ccc(/C=C/C(=O)Nc2ccc(CN3CCOCC3)cc2)cc1,-7,94,110,4,98,6,-2,9
Cc1ccc(NC(=O)/C(=C/c2cccs2)NC(=O)c2ccco2)c(C)c1,8,104,104,16,110,-5,-1,-2
O=C1CCC(C(=O)Nc2ccccc2N2CCOCC2)=NN1,1,101,106,3,98,-12,-1,1
CCOC(=O)N1CCN(C(=O)CN(Cc2ccccc2)S(=O)(=O)c2ccc(OC)c(Cl)c2)CC1,0,94,99,1,103,0,12,-4
O=C(c1cccs1)N1CCN(c2ccccc2)CC1,-4,96,121,-3,97,-6,5,-9
CN(C)c1ccc(N/C(=N\S(=O)(=O)c2cccs2)c2ccccc2)cc1,36,105,93,-4,106,3,1,5
CC1CCN(S(=O)(=O)c2ccc(NC(=O)CN3C(=O)NC(C)(c4ccccc4)C3=O)cc2)CC1 (stereo not given),-2,90,97,0,93,-11,1,6
O=C(NC12CC3CC(CC(C3)C1)C2)c1cccnc1Cl,-3,103,89,1,107,5,4,8
C/C(=N\NC(=O)c1c(Cl)c(C)nn1C)c1ccc(NC(=O)C2CCC2)cc1,14,101[may fluoresce green],104[may fluoresce green],8,104[may fluoresce green],-6,1,-1
CCc1nnc(NC(=O)C2(C)COC(c3ccccc3)OC2)s1 (stereo not given),1,98,109,0,102,-6,6,-1
CC(C)[C@H](NC(=O)N1CC(=O)Nc2ccccc21)C(=O)N1CCC[C@H]1C(=O)O,-1,96,100,9,98,-7,-1,19
O=C(CN1CCN(c2ccccn2)CC1)Nc1ccc2ccccc2c1,9,97,100,3,96,-13,5,8
CCC(CC)NC(=O)Cc1ccc(F)cc1,1,267[may fluoresce green],921*[may fluoresce green],5,+[may fluoresce green],4,1,-1
C=CCn1c(C)cc(C2=NNC(=Nc3ccc(C)cc3)SC2)c1C,8,98,115,-3,98,-19,3,4
CC(=O)c1cccc(NC(=O)C(C)OC(=O)CCc2nc3ccccc3c(=O)[nH]2)c1 (stereo not given),2,96,101,9,106,/,1,/
COc1ccc(N(C(=O)CCl)C(C(=O)NC2CCCCC2)c2cccnc2)cc1 (stereo not given),2,101,99,-1,107,-7,5,-2
NC(=O)COC(=O)c1cccnc1Nc1ccccc1F,2,100,89,2,98,-2,0,2
CCn1c(SCC(=O)Nc2nc(C)c(C)s2)nnc1-c1cccs1,8,102,98,0,98,-8,-6,-9
CC1=CC(=O)C=C(C)C1=NOC(=O)/C=C\c1ccccc1,5,104,70,-2,101,3,5,-2
O=C(Nc1ccc(Nc2ccccc2)cc1)c1ccc(Cl)c([N+](=O)[O-])c1,-7,102,102,-8,110,-3,4,-9
Cc1cc(C)n(CCC(=O)N2CCCC(N3CCN(c4cccc(Cl)c4)CC3)C2)n1 (stereo not given),6,94,102,-2,98,-4,-5,-17
Cc1c(C#N)c2ccccc2n1CC(=O)NC(C)c1ccccc1 (stereo not given),10,98,106,2,102,-6,3,-1
COc1ccc2[nH]c(CN3CCN(CC(C)C)C(CCO)C3)c(C)c2c1 (stereo not given),6,105,105,10,102,0,-2,8
CCOc1cc(CNCCCN2CCOCC2)cc(Cl)c1OCC(=O)NC(C)(C)C,2,97,107,13,96,5,4,17
NS(=O)(=O)c1cccc(NC(=O)Cn2nc(C(=O)O)c3ccccc3c2=O)c1,-2,103,99,2,107,1,-6,14
O=C(O)c1nsc(Cl)c1Cl,0,93,75,4,84,-2,-3,-3
COc1cccc(NC(=O)CCN2C(=O)c3ccc([N+](=O)[O-])cc3C2=O)c1,-6,104,93,7,100,0,4,8
N=C1c2ccccc2CN1NC(=O)c1cccc(S(=O)(=O)N2CCCCC2)c1,3,103,101,5,99,4,-2,11
Cc1cc(C)c(C(=O)c2ccc(C(=O)NC(C)(C)C)cc2)c(C)c1,0,104,102,3,98,-1,-3,12
O=C1NCCN1C(=O)c1cccc(Cl)c1,-1,98,95,-3,94,1,0,5
CCC(NC(=O)c1cc(COc2ccc(C)nc2)on1)c1ccc(C)cc1 (stereo not given),-9,95,95,3,102,-7,12,-4
Cc1ccc(CN2CCNC(=O)C2CC(=O)NCc2cc(C)n(C)n2)cc1 (stereo not given),0,107,93,2,97,0,-3,-14
COC(=O)c1sccc1NC(=O)C1C2C=CC(C2)C1C(=O)O (stereo not given),3,98,99,2,112,-2,2,-6
Cc1c(C(=O)Nc2cccc(F)c2)cnn1-c1ccccc1,-2,103,102,4,103,-2,3,-1
O=C(CC1C(=O)N(c2ccccc2)C(=O)N1C1CCCCC1)Nc1ccccc1 (stereo not given),1,105,109,6,103,-6,0,0
COC(=O)c1cn(C(=O)c2cccc(C)c2)c2ccccc12,-2,99,105,4,111,-3,7,1
Cc1nn(-c2ccc(Cl)cc2Cl)c(C)c1C(=O)O,1,97,95,1,102,13,-10,8
CCOc1ccc(N(CC(=O)NCCc2ccc(F)cc2)S(=O)(=O)c2ccccc2)cc1,1,100,106,4,100,5,0,-4
CN1CCN(c2nc3c(c(=O)n(C)c(=O)n3C)n2Cc2ccccc2)CC1,-2,103,95,5,105,-5,3,15
CC(=O)Nc1ccc(OC(F)(F)C(F)C(F)(F)F)c(NC(C)=O)c1 (stereo not given),6,94[may fluoresce violet],89[may fluoresce violet],5,95[may fluoresce violet],-1,14,-6
Clc1cccc(Cl)c1CSc1nnc2ccccn12,2,105,98,5,111,7,2,4
COc1ccc(C)cc1S(=O)(=O)N1CCN(S(=O)(=O)c2cc(C)ccc2OC)CC1,6,99,95,10,107,-14,1,10
Cc1cc(NC(=O)CCC(=O)N(CC(=O)NC2CCCC2)c2ccc(Cl)cc2)no1,-1,102,98,-1,95,-7,-1,-12
COc1ccc(C)cc1S(=O)(=O)N1CCC(C(=O)NCCc2ccccc2)CC1,0,99,101,5,103,-1,-8,6
Cc1oc(-c2cc3c(cc2Cl)OCO3)nc1CN1CCCC1c1ccc(F)cc1 (stereo not given),17,103,92,-5,104,-3,5,-26

# The list goes on, starting with the last 6 of the part before.
SMILES,AHR act,RPL19A-GFP yeast,LAP4 TOR yeast,procasp7 counter,MEP2-GFP yeast,EBNA-1 inhibitor,proCasp3 act,ZTA DNA inh
CC(=O)Nc1ccc(OC(F)(F)C(F)C(F)(F)F)c(NC(C)=O)c1 (stereo not given),6,94[may fluoresce violet],89[may fluoresce violet],5,95[may fluoresce violet],-1,14,-6
Clc1cccc(Cl)c1CSc1nnc2ccccn12,2,105,98,5,111,7,2,4
COc1ccc(C)cc1S(=O)(=O)N1CCN(S(=O)(=O)c2cc(C)ccc2OC)CC1,6,99,95,10,107,-14,1,10
Cc1cc(NC(=O)CCC(=O)N(CC(=O)NC2CCCC2)c2ccc(Cl)cc2)no1,-1,102,98,-1,95,-7,-1,-12
COc1ccc(C)cc1S(=O)(=O)N1CCC(C(=O)NCCc2ccccc2)CC1,0,99,101,5,103,-1,-8,6
Cc1oc(-c2cc3c(cc2Cl)OCO3)nc1CN1CCCC1c1ccc(F)cc1 (stereo not given),17,103,92,-5,104,-3,5,-26
C=CCn1c(SCc2ccccc2Cl)nnc1-c1sc2nc(C)cc(C)c2c1N,79*,94,105,-42,104,-10,-29,-14
CC(=O)NC(=S)Nc1ccc2oc(-c3cc(F)c(F)cc3Cl)nc2c1,8,104,112,-9,105,0,0,-10
CCCOC(=O)NC(CC)COC(=O)Nc1cccc(C)c1C (stereo not given),4,92,88,9,97,-9,-4,-7
CC(=O)c1cccc(NC(=O)c2csc3c2CCCCC3)c1,24,105,99,4,99,0,-2,-15
Fc1ccccc1CSc1nc2ccccc2[nH]1,2,94,101,-3,84,-11,7,11
Cc1cc(C(=O)NNC(=S)NCc2ccco2)nn1C,2,94,97,2,96,7,3,-2
O=C(C[n+]1ccccc1)c1ccc(NC(=O)c2ccccc2)cc1,-7,97,96,-6,107,-1,-5,-2
Cc1nnc(SCC(=O)N2CCN(S(=O)(=O)c3ccccc3)CC2)n1Cc1ccccc1,0,100,104,12,106,-4,11,-12
CC(/C=C/c1ccco1)=N/NC(=O)Cc1cccs1,5,99,99,-1,106,0,-3,-4
Cc1cc(C)c(S(=O)(=O)Cc2ccccc2)c(=O)[nH]1,-7,100,103,-2,94,5,-3,1
CC(=O)c1cccc(CN2CCC(CO)(CCOc3ccccc3)CC2)c1,-3,102,101,2,106,3,-6,-5
CCN1CCN(C(=O)c2ccc3c(c2)S(=O)(=O)c2ccccc2C3=O)CC1,3,100,103,4,98,5,0,-2
CC(=O)c1ccc(NC(=O)NC2CC(=O)N(c3ccc4c(c3)OCCO4)C2)cc1 (stereo not given),-1,101,105,2,97,3,3,6
CC(=O)c1cccc(OCc2cc(C(=O)N(C)C(C)c3ccccn3)no2)c1 (stereo not given),1,101,101,3,99,-3,6,-8
Nc1ccc(C(=O)OCc2nc3cc4ccccc4cc3[nH]2)cc1,9,98,97,8,102,-10,1,0
O=c1ccc(-c2ccc(S(=O)(=O)NCc3cccc(Br)c3)s2)n[nH]1,5,101,87,4,104,-4,2,-4
CC(=O)N1c2ccc(S(=O)(=O)N3CCCC3)cc2CC1C(=O)NCc1ccc(OC(C)C)cc1 (stereo not given),4,97,108,9,102,2,-3,15
CN1CCN(c2sc(S(C)(=O)=O)nc2S(=O)(=O)c2ccc(Cl)cc2)CC1,-2,104,99,9,111,4,0,-2
CCc1c(O)nc2ccccn2c1=O,8,102,105,11,100,1,11,-12
CC1CC(C)(C)N(C(=O)NC2CCCCC2)c2ccccc21 (stereo not given),0,98,100,-4,104,-7,-5,5
